Assay outcomes from PubChem BioAssay.
rCAG binder – binders of r(CAG) RNA repeats, primary screen, biochemical, fluorescence; r(CAG) RNA repeat, TO-PRO-1 dye displacement fluorescence; inhibition, % at 3 µM; 370,000 tested, 1.3% active; AID 651821, 2012;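 active = inhibition above the plate cutoff, the mean of all test compounds on that plate plus 3 SD, cut at about 35% in these data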;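 also: 0% = DMSO alone and 100% = 100 µM mitoxantrone as full dye displacement; higher means more dye released from RNA so lower well fluorescence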
HTRA1 inh – HTRA1 serine protease inhibitors, primary screen, biochemical, fluorescence polarization, HTS; Q92743; recombinant HTRA1, FP-rhodamine activity-based probe; inhibition, % at 5.96 µM; 340,000 tested, 0.5% active; in the data active = inhibition above about 36%;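 also: 0% = enzyme with DMSO and 100% = wells lacking enzyme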
NPR2 activator – human GC-B receptor activators, primary screen, HEK293 GC-B cells, cGMP TR-FRET, EC30 CNP; Atrial natriuretic peptide receptor 2 (Homo sapiens), P20594; 0% at EC30 CNP, 100% saturating CNP; activation, % at 10 µM; 370,000 tested, 0.11% active;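 active = activation at 10 µM reaching about 35% in either raw or pattern-adjusted values, limit read from the data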
TCR CD3 inh – inhibitors of human TCR-CD3 interaction, primary screen, biochemical, fluorescence, TAMRA-labeled TCR probe | T-cell receptor (TCR) | inhibition, % at 9.4 µM | 360,000 tested, 0.37% active | AID 651800, 2012; in the data active = inhibition above about 19%;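 also: recombinant mutant TCR 2C K166C tagged with TAMRA read by polarization; 0% = receptor in buffer alone and 100% = receptor with positive control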
MBD2 inh – inhibitors of MBD2 binding to methylated DNA, primary screen, biochemical, TR-FRET, DNA-binding domain, human; 370,000 tested, 0.31% active; MBD2 binding to methylated oligonucleotide; AID 686964, 2013; inhibition, % at 4.4 µM; in the data active = inhibition above about 13%
Target sequence (Q9UBB5 whole entry, looked up, the tested form may be a part): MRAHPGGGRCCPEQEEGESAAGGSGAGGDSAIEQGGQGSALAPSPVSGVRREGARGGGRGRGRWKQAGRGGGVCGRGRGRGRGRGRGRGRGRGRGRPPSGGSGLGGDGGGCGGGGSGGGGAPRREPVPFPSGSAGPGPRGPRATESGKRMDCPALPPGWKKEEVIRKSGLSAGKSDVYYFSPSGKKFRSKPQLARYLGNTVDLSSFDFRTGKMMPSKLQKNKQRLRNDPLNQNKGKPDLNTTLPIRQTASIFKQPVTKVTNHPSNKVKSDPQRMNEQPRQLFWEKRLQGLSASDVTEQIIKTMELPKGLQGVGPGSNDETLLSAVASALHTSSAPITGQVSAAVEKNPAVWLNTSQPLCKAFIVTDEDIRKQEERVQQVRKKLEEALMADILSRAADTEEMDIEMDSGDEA
LEDGF integ inh – blockers of LEDGF/p75-dependent integrase strand transfer – biochemical, TR-FRET, high throughput, primary screen. HIV-1 integrase (with human LEDGF/p75). 370,000 tested, 0.64% active. TR-FRET IN-LEDGF/p75 DNA integration, Eu/Cy5. inhibition, % at 3.7 µM. AID 743269, 2014;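 active = inhibition above the screen-wide mean plus 3 SD, cut at about 13% in these data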;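 also: signal is the Cy5 over europium emission ratio at 671 and 618 nm; 0% = plate median of compound wells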
SIAE primary – human SIAE inhibitors, primary screen, biochemical, fluorescence polarization, FP-Rh probe, 1536-well HTS; Sialate O-acetylesterase (Homo sapiens), Q9HAT2; SIAE FP-Rh probe binding; inhibition, % at 9.66 µM; 370,000 tested, 0.69% active;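 active = inhibition above a cutoff: mean of compounds within the control limits plus 3 SD of those, cut at about 17% in these data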;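 also: 0% = plate median of compound wells and 100% = probe without SIAE protein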
TDP2 inh – human TDP2 enzyme inhibitors, primary screen, biochemical, epi absorbance, recombinant enzyme; Tyrosyl-DNA phosphodiesterase 2 (Homo sapiens), O95551; T5PNP hydrolysis, p-nitrophenol absorbance 415 nm; inhibition, % at 12.8 µM; 370,000 tested, 0.34% active;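 active = inhibition above the mean of all tested compounds plus 3 SD, set per campaign, cut at about 25% in these data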;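 also: 0% = DMSO with enzyme and 100% = buffer with substrate but no TDP2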
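test system = human TDP2 enzyme | input = TDP2 enzyme at 120 nM final | medium = 50 mM Tris-HCl pH 7.5 with Mg2+, KCl, DTT, BSA | also added = T5PNP substrate, 5 mM | times = 2 h at 37 °C | technique = epi absorbance | benchmarks = high control without enzyme, low control DMSO plus TDP2 | replication = each compound tested once, singlicate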
PRMT1 FP inh – PRMT1 methyltransferase inhibitors, primary screen, biochemical, fluorescence polarization. Protein arginine N-methyltransferase 1 (Homo sapiens), Q99873. recombinant PRMT1, activity-based probe fluorescence polarization. inhibition, % at 2.79 µM. 370,000 tested, 1.3% active;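 active = inhibition above about 21% made by adding two undisclosed values, limit read from the data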
Target sequence (Q99873 whole entry, looked up): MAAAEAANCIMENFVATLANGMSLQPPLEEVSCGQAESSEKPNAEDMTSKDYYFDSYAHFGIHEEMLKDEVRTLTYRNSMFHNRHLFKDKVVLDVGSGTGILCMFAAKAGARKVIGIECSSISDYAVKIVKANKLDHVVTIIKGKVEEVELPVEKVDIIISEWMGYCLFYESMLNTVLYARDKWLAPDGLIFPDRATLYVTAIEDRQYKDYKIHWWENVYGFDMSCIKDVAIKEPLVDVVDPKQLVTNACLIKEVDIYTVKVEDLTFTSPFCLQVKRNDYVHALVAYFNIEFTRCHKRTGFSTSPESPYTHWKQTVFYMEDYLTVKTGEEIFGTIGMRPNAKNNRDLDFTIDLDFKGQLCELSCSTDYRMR
mABHD4 FP – ABHD4 inhibitors, primary screen, biochemical, fluorescence polarization, mouse. (Lyso)-N-acylphosphatidylethanolamine lipase (Mus musculus), Q8VD66. purified mABHD4, FP-Rh probe fluorescence polarization. inhibition, % at 8.92 µM. 370,000 tested, 0.54% active. AID 720543, 2013;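 active = inhibition exceeding the mean over every tested compound plus 3 SD, cut at about 30% in these data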;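 also: 0% = plate median of compound wells and 100% = S159A mutant with DMSO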
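Assay system: Wild-type mouse ABHD4 protein | Medium: HEPES pH 7.0 buffer, 150 mM NaCl, 0.01% Pluronic F-127 | Incubation: Enzyme–compound pre-incubation 45 min, then probe 60 min, both 25 °C | Technique: Fluorescence polarization with parallel and perpendicular emission, 525/598 nm | Evaluation: % inhibition of FP-Rh probe binding versus controls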
Active calls of the source: *; . = no result given. An excerpt. The share of hits here may be higher or lower than overall.

SMILES | rCAG binder | HTRA1 inh | NPR2 activator | TCR CD3 inh | MBD2 inh | LEDGF integ inh | SIAE primary | TDP2 inh | PRMT1 FP inh | mABHD4 FP
Cc1ccc(C)c(OCc2cc(C(=O)NC(c3ccccn3)C(F)(F)F)no2)c1 (centres undefined) | -4 | -23 | 7 | 3 | -2 | 4 | 4 | -6 | -1 | -9
COc1ccc(NC(=O)c2cc(Br)ccc2Cl)c(OC)c1 | -3 | -8 | -4 | -4 | 4 | 0 | -1 | -4 | -2 | 1
Cc1nc2ccccc2c(=O)n1/N=C/c1cccnc1 | 0 | 13 | 4 | 11 | -4 | 0 | 4 | 6 | -1 | -7
N#C/C(=C\c1ccc(-c2cccc([N+](=O)[O-])c2)o1)C(=O)Nc1nc(-c2cccs2)cs1 | 20 | 1 | 7 | -1 | 8 | 4 | -2 | 7 | 3 | 12
O=C(CSc1nnc(Cc2cccs2)n1-c1ccccc1)NC1CCCCC1 | -2 | -2 | -6 | 3 | 1 | 3 | 2 | -2 | 1 | 0
Cc1noc(C)c1COC(=O)CCCc1c[nH]c2ccccc12 | 5 | 0 | -4 | 2 | -2 | 1 | -2 | 8 | 0 | 3
Cc1ccc(-n2nc3c(N4CCC(C(=O)N5CCC(C(N)=O)CC5)CC4)nnc(C)c3c2C)cc1 | -60 | 3 | -2 | -4 | 4 | 2 | -25 | -13 | -4 | -26
CCN(CC)c1nc(Nc2ccc(Cl)cc2)nc(OCC#N)n1 | 51* | -10 | 11 | 8 | -5 | 1 | -1 | 0 | 0 | -4
N#Cc1nc(COc2ccc(Cl)cc2Cl)oc1N1CCN(c2ccccc2)CC1 | 2 | -17 | -1 | -1 | 2 | -4 | -1 | 10 | 2 | 9
Cc1c(C#N)c2ncnc(N)c2n1-c1ccccc1 | -2 | 4 | 5 | 1 | 0 | 1 | 2 | 0 | 4 | 1
C=CCN1c2ccccc2[C@]23C[C@@H](C(=O)OC)N(C(=O)c4ccc(Br)cc4)C2=NC(C(=O)OC)=C(C(=O)OC)[C@H]13 | -2 | -6 | -16 | 0 | 1 | 2 | 4 | 4 | -1 | -6
CN(C)CCN1CCN(C2CN(Cc3ccc(F)cc3)S(=O)(=O)C2)CC1 (centres undefined) | 3 | . | 3 | 2 | -9 | 3 | 4 | -2 | -5 | -1
CCCCn1c(SCC(=O)NNC(=O)c2ccco2)nnc1-c1ccco1 | -1 | . | 5 | 2 | -6 | 2 | 3 | 2 | 0 | -3
O=Cc1ccc(OCCCOc2cccc3cccnc23)cc1 | -6 | -4 | 2 | -3 | 1 | 2 | -7 | 9 | -2 | 0
CCOC(=O)c1cc(-c2ccccc2)nc2nc(N3CCCCC3)sc12 | 1 | -2 | -12 | 3 | -1 | 4 | -7 | -9 | 0 | -3
O=C(Nc1cccnc1)C1CCCN(S(=O)(=O)c2ccccc2)C1 (centres undefined) | -3 | -5 | 0 | 5 | 2 | 2 | -4 | 2 | 2 | 0
COc1ccc(CNC(=O)CSc2nnc(C)s2)cc1 | -2 | 5 | 2 | 0 | 1 | -1 | 2 | -2 | -1 | 2
CN1CC(c2ccccc2)C(c2ccc(Cl)cc2)=N1 (centres undefined) | -2 | -7 | -8 | -4 | 1 | 2 | 2 | 3 | 1 | -4
O=C(O)CSc1ncnc2sc3c(c12)CCC3 | 3 | 3 | -2 | 1 | 3 | 4 | 5 | 1 | 4 | 6
COc1ccc2c(CN3CCCC3)cc(=O)oc2c1 | 10 | . | -7 | 5 | -9 | 3 | 3 | 0 | -1 | 2
Nc1c(Br)c(=O)[nH]c(=O)n1-c1ccc(F)cc1 | 2 | 2 | 2 | 6 | -3 | 0 | 4 | 5 | 0 | 5
CCCCn1nc(NC(=O)CC)c2cc3cc(OC)ccc3nc21 | -1 | -4 | 4 | -5 | 11 | -2 | -5 | -18 | 13 | -21
CCN(CC(=O)Nc1c(F)cccc1F)C(=O)CCN1C(=O)c2cccc([N+](=O)[O-])c2C1=O | 2 | 3 | 1 | 9 | -3 | -2 | 6 | -4 | 2 | 10
CC1(C)CC(N=Cc2c(O)n(Cc3ccc4c(c3)OCO4)c(=O)c3ccccc23)CC(C)(C)N1 | 10 | -18 | 7 | 4 | -4 | 1 | -10 | -1 | -2 | 3
COc1cccc(CNC(=O)CCC2CCCN(C(=O)C3=CC(=O)CC(C)(C)O3)C2)c1 (centres undefined) | -8 | 2 | 2 | 0 | -4 | 4 | 0 | 12 | 0 | 0
CCN(CC)S(=O)(=O)c1c(OC)cc(C)c(Cl)c1C | -4 | -13 | -4 | 2 | 5 | -4 | -1 | 0 | 0 | -8
O=C1C[C@@H](c2ccc(O)cc2)Oc2cc(O)cc(O)c21 | 5 | -4 | -1 | -3 | -1 | -1 | 2 | -6 | 2 | 4
Cc1cc(OCC(=O)NCC(c2cccs2)N2CCOCC2)ccc1C(C)C (centres undefined) | -8 | -10 | -2 | -9 | 3 | 1 | 1 | 7 | 0 | 3
O=C(OCC(=O)C12CC3CC(CC(C3)C1)C2)c1ccc(CO)cc1 | -2 | 1 | 0 | 3 | 0 | -3 | 3 | 1 | 1 | 3
Fc1cccc(Cl)c1CSc1nnnn1-c1ccc2c(c1)OCO2 | -2 | -17 | 4 | 6 | 3 | 0 | 2 | -15 | 0 | -4
CC1CN(C(=O)COC(=O)[C@@H]2CC(O)CN2S(=O)(=O)c2ccc3c(c2)OCCO3)CC(C)O1 (some centres undefined) | -3 | 5 | 5 | -3 | 3 | 3 | 2 | -4 | -1 | 2
CCC(CC)c1nnc(NC(=O)CCCN2C(=O)c3ccccc3C2=O)s1 | -5 | -2 | 2 | 6 | 4 | 0 | -3 | 10 | -1 | 6
COCCNCCOc1ccc(C)cc1[N+](=O)[O-] | -1 | 1 | 1 | 3 | -1 | 3 | 7 | 0 | 2 | 5
CN(CCNC(=O)C1(O)c2ccccc2NC(=O)N1c1ccccc1)Cc1ccccc1 (centres undefined) | -4 | 7 | 7 | -3 | 4 | -3 | 0 | -4 | 5 | -1
CS(=O)(=O)N(CC(=O)N1CCc2ccccc2C1)c1ccc(Cl)cc1F | 15 | 2 | -9 | 1 | 1 | 0 | -4 | 9 | -5 | -6
O=C(N=C1N=C2C=CC=CN2Cc2ccccc21)c1ccc(S(=O)(=O)N2CCCC2)cc1 | 2 | -2 | 5 | 3 | -7 | -2 | 3 | -5 | 0 | -1
COc1ccc(F)cc1S(=O)(=O)NC(Cc1ccccc1)C(N)=O (centres undefined) | -2 | -4 | 3 | -5 | 0 | 3 | 2 | -3 | -4 | 2
C=CCOc1ccc(-c2nc3c(c(=O)[nH]c(=O)n3Cc3ccccc3)n2CCCOC)cc1 | 3 | -5 | -4 | 3 | -4 | 1 | -1 | 6 | -1 | 3
COCC#Cc1ccc2c(c1)O[C@H](CN(C)C(=O)c1ccccc1)[C@@H](C)CN([C@H](C)CO)S2(=O)=O | 6 | . | 5 | -8 | 0 | -8 | -1 | -2 | 5 | 11
COC(=O)c1ccc(S(=O)(=O)N2CCCCC2)o1 | 4 | 0 | 1 | 9 | 0 | -4 | -2 | -14 | 2 | 0
CCc1nonc1NC(=O)c1oc2cc(C)c(C)cc2c1C | 1 | -1 | -2 | -3 | 0 | -2 | -8 | -2 | 8 | -2
CCOn1c(SC(C)C)nc2ccccc2c1=O | -4 | 0 | 6 | -3 | -1 | 0 | 4 | 10 | 0 | 6
CCOC(=O)c1[nH]cnc1C(=O)NC1CCCCC1 | -2 | 9 | 10 | 1 | 2 | 0 | -3 | 7 | 0 | 5
COc1ccc(C(=O)O/N=C(\N)c2ccncc2)cc1OC | -2 | 5 | 2 | 6 | -3 | 1 | 6 | 3 | -2 | 2
COc1ccc(CCNC(=O)C2CCCN(S(=O)(=O)c3ccc(F)cc3)C2)cc1 (centres undefined) | -7 | 3 | 3 | 13 | -1 | 3 | -8 | -13 | -2 | -1
CCN(C(=O)COC(=O)c1cc(S(=O)(=O)N2CCOCC2)c(Cl)cc1Cl)C1CCS(=O)(=O)C1 (centres undefined) | -4 | . | 2 | -3 | 0 | -2 | -2 | -5 | 4 | 3
COc1ccc([C@H]2CC(=O)C=C(c3cccc(C(F)(F)F)c3)C2)cc1 | 3 | -31 | 11 | 1 | 6 | 3 | -8 | -6 | 2 | -10
CCOC(=O)c1c(NS(=O)(=O)Cc2ccccc2)sc2c1CCCC2 | 45* | -10 | 3 | 4 | 2 | 3 | 15 | 7 | 4 | 9
CCN1C(=O)/C(=C\c2cccc(OC(=O)c3ccco3)c2)SC1=S | 2 | 6 | -1 | -5 | 7 | -3 | 0 | -7 | 1 | 7
COc1ccc(CNC(=O)C2(C)Cc3ccccc3C(=O)O2)cc1 (centres undefined) | 1 | 1 | -2 | -5 | -1 | 2 | 8 | 3 | 0 | -3
O=C(c1ccc(C23CC4CC(CC(C4)C2)C3)o1)N1CCOCC1 | -10 | -5 | 0 | -1 | 3 | -3 | -4 | 4 | 1 | -1
CCc1nc(NC(C)(C)C)c2cnn(-c3ccccc3)c2n1 | 0 | -32 | 3 | -3 | 2 | -5 | -7 | -5 | 4 | -9
COc1ccc(OCCC(=O)N2CCCCC2)cc1 | -2 | 1 | 4 | -3 | -1 | 3 | 7 | -15 | 1 | 2
OC(c1cccc(Cl)c1)c1nc(-c2ccc(Cl)cc2)cs1 (centres undefined) | 4 | . | -4 | 1 | 3 | -4 | -14 | 4 | 1 | -32
CCOc1nc(Nc2ccc(Cl)cc2)nc(OCC)n1 | -2 | -27 | 9 | -5 | 0 | 5 | 7 | -8 | -3 | -7
O=S(=O)(NCC1CCCO1)c1ccc(Br)cc1 (centres undefined) | -3 | 2 | 3 | 9 | -4 | 2 | 1 | 24 | -6 | -5

Limited to TDP2 inh, TCR CD3 inh and NPR2 activator, for 2 of the compounds above:
| molecule | TDP2 inh | TCR CD3 inh | NPR2 activator |
| --- | --- | --- | --- |
| COCC#Cc1ccc2c(c1)O[C@H](CN(C)C(=O)c1ccccc1)[C@@H](C)CN([C@H](C)CO)S2(=O)=O | -2 | -8 | 5 |
| O=C(Nc1cccnc1)C1CCCN(S(=O)(=O)c2ccccc2)C1 (centres undefined) | 2 | 5 | 0 |
